Source: PubChem
Myeloid diff 2: compounds promoting myeloid differentiation | ER-HoxA9 myeloid progenitors, lysozyme-GFP differentiation, flow cytometry | calls only at 10 µM | actives 1% (n = 360,000) | AID 624256;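 active = normalized GFP-positive differentiation at or above the plate's own cutoff, the solvent-only control mean plus 3 SD; inconclusive = no clear call, values can overlap the other calls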;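 also: cells exposed to compound for four days before flow analysis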
T cell modulator: T cell immune modulation candidate; actives 0.068% (n = 330,000); 2C CD8+ T cell-vesicle binding, flow cytometry; hits give low values; calls only at 7 µM; AID 2052;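 active = response, share of CD8 T cells binding vesicles, and their 90th percentile fluorescence all below set limits, cut at about 80% in these data, passing the limit was not always enough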
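Material: murine 2C transgenic CD8+ T lymphocytes / Also added: QL9-peptide-loaded Drosophila micro-vesicles bearing Ld, ICAM-1 and B7-1 / Schedule: binding step 1.5 h, 37 °C, antibody labelling 20 min, ice / Signal: flow cytometry, PE anti-B7-1 (FL2) versus Alexa647 anti-CD8 (FL8), PFA-fixed / Evaluation: percent CD8+ FL2 mean versus row control / Benchmarks: naked versus QL9-loaded vesicles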
T cell modulator vesicle-bound %: further read-out of T cell modulator, marked with its call; double positive events, %; measured here: CD8+ vesicle-bound cell fraction;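 binding gate set so that unloaded-vesicle control wells show 10% double positive cells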
Myeloid diff 2 GFP+ MAC1+ %: also measured in Myeloid diff 2; calls as there; GFP+ MAC1+ double positive, %; measured here: differentiation confirmed by MAC1 staining
* hit, by the source's call; i = inactive; ? = inconclusive; nt = not tested or not shown; + = active, no number. Not all compounds are listed; rates above refer to the full screens.

#	SMILES	Myeloid diff 2	Myeloid diff 2 GFP+ MAC1+ %	T cell modulator	T cell modulator vesicle-bound %
1	CC(=O)Nc1ccc(S(=O)(=O)N(C)CC(=O)OCC(=O)Nc2cc(C)on2)cc1	i	0.3	i	40
2	CCOc1ccc(OCCC(=O)NNC(=O)c2ccncc2)cc1	i	0.2	i	39
3	CCOc1ccc(-n2ccnc(SCC(=O)NCc3cccc(OC)c3)c2=O)cc1	i	0.4	i	41
4	COc1ccc(CC(=O)OCC(=O)c2ccc(OC)c(OC)c2)cc1	i	0.1	i	31
5	Cc1ccc(NS(=O)(=O)c2ccc3c(c2)CC(=O)N3)cc1F	i	0.6	i	51
6	O=C(c1ccc2c(=O)n3c(nc2c1)CCC3)N1CCN(S(=O)(=O)c2cccc(F)c2)CC1	i	0.4	i	29
7	NCC(c1ccco1)c1c[nH]c2ccccc12 (centres undefined)	i	0.7	i	60
8	CN(CC(=O)Nc1ccccc1C(=O)NC1CC1)Cc1ccc(N(C)C)cc1	i	0.8	i	41
9	Cc1cccc(NC(=O)CN2C(=O)NC3(CCCC3)C2=O)n1	i	0.8	i	31
10	COc1cc2c(CCNC(C)=O)c[nH]c2cc1O	i	1.2	i	50
11	O=C(Nc1ccccc1N1CCCC1)c1cc(S(=O)(=O)N2CCOCC2)ccc1Cl	i	1.1	i	22
12	Nc1nc(=S)c2ncn([C@@H]3O[C@H](CO)[C@@H](O)[C@H]3O)c2[nH]1	i	7.8	i	59
13	N#CCN(C(=O)COC(=O)CCCNC(=O)c1ccc(Cl)cc1)c1ccccc1	i	1.8	i	36
14	COc1ccc(COC(=O)C2CCN(S(=O)(=O)c3ccc(OC)c(OC)c3)CC2)cc1	i	0.3	i	44
15	O=C(Nc1cccc(S(=O)(=O)N2CCOCC2)c1)C1CC(=O)N(c2ccc3c(c2)OCCO3)C1 (centres undefined)	i	0.2	i	34
16	COC(=O)c1ccc(N2CCN(c3ccccc3)CC2)nc1	i	0.8	i	17
17	O=C(COC(=O)CNC(=O)C1CCCCC1)NCc1ccc(Cl)cc1	i	0.9	i	29
18	O=C(COC(=O)C1(c2ccccc2)CC1)NNC(=O)c1ccccc1F	i	1.3	i	4
19	O=C(c1cc(C2CC2)nn1-c1ccccc1)N1CCN(Cc2c(F)cccc2Cl)CC1	i	0.7	i	27
20	O=C(NCCS(=O)(=O)N1CCN(c2ccccc2)CC1)c1ccc(Br)o1	i	0.9	i	30
21	CCOc1ccc(S(=O)(=O)N2CCN(C(=O)c3cc(-c4ccccc4)nn3-c3ccccc3)CC2)cc1	i	0.8	i	29
22	O=C(CCC(=O)N1CCOCC1)NCc1cccc(C(F)(F)F)c1	i	0.6	i	40
23	Cn1ccc(NC(=O)c2ccc(Cl)cc2Cl)n1	i	0.3	i	12
24	COc1cccc(CC(=O)OCC(=O)NC2(C#N)CCCC2)c1	i	0.5	i	25
25	CC[C@@H]1C=C(C(=O)O)[C@H](c2ccc(Cl)cc2)N1S(=O)(=O)c1ccc(C)cc1	i	1.0	i	14
26	O=C(Nc1cccc(Cl)c1)c1nc[nH]c1C(=O)NCCCNC(=O)c1[nH]cnc1C(=O)Nc1cccc(Cl)c1	i	0.4	i	21
27	O=C(Nc1cccc(S(=O)(=O)N2CCCCCC2)c1)C1CCC1	i	1.7	i	33
28	O=C(CCc1nc2sc3c(c2c(=O)[nH]1)CCCC3)NCCc1ccccc1	i	1.3	i	46
29	CCOc1cccnc1Sc1ccccc1	i	0.9	i	47
30	Cc1cccc(NS(=O)(=O)c2cccc(C(=O)N3CCN(C/C=C/c4ccccc4)CC3)c2)c1	i	1.1	i	24

Molecules shown so far containing a furan ring, fused or not, in the order listed:
#	SMILES	Myeloid diff 2	Myeloid diff 2 GFP+ MAC1+ %	T cell modulator	T cell modulator vesicle-bound %
7	NCC(c1ccco1)c1c[nH]c2ccccc12 (centres undefined)	i	0.7	i	60
20	O=C(NCCS(=O)(=O)N1CCN(c2ccccc2)CC1)c1ccc(Br)o1	i	0.9	i	30

Carrying on:
#	SMILES	Myeloid diff 2	Myeloid diff 2 GFP+ MAC1+ %	T cell modulator	T cell modulator vesicle-bound %
31	CC1(C)CC(=O)C=C(c2ccc(Oc3ccccc3)cc2)C1	i	1.1	i	16
32	O=C(CNS(=O)(=O)c1ccc(Cl)c(C(F)(F)F)c1)NC1CCCCCC1	i	0.6	i	46
33	CCc1noc(C)c1C(=O)OC(C)C(=O)Nc1ccccc1OC (centres undefined)	i	1.2	i	29
34	O=C(CN(Cc1ccco1)Cc1cccs1)N1CCN(S(=O)(=O)c2cccc(F)c2)CC1	i	1.5	i	21
35	Cc1ccc(S(=O)(=O)NC2CCSC2=O)cc1C (centres undefined)	i	0.6	i	37
36	CCOc1cccc2cc(C(=O)NCc3ccccc3)c(=N)oc12	i	0.4	i	38
37	O=C(CN1CCOCC1)Nc1cccc(C(F)(F)F)c1	i	0.2	i	58
38	CCOC(=O)N1CCC(NCCNC(=O)c2ccc(F)c(F)c2)CC1	i	1.6	i	39
39	CC(=O)Nc1ccc(NC(=O)C(C)OC(=O)c2cccc(S(=O)(=O)N3CCCC3)c2)cc1 (centres undefined)	i	0.6	i	50
40	O=C(O)c1ccc(OS(=O)(=O)c2ccc(Cl)s2)c(Cl)c1	i	0.1	i	33
41	COc1ccc(C(=O)NCCc2ccccn2)cc1S(=O)(=O)Nc1ccc(Br)cc1	i	0.6	i	28
42	CC(=O)Nc1ccc(S(=O)(=O)NC2CC(=O)N(c3ccc(C)cc3)C2)cc1 (centres undefined)	i	0.3	i	32
43	O=C(COC(=O)C1CCN(c2ccc(C(F)(F)F)cn2)CC1)Nc1cccc(F)c1	i	0.7	i	31
44	CC1CCN(C(=O)c2[nH]cnc2C(=O)N[C@@H](C)c2ccccc2)CC1	i	0.8	i	35
45	CCOc1ccc(NC(=O)CN(C)C(=O)c2c(-c3c(F)cccc3Cl)noc2C)cc1OCC	i	1.0	i	62
46	CCC(C)(C)NC(=O)CSc1nc(Cc2ccccc2)nc2ccccc12	i	0.8	i	33
47	CS(=O)(=O)c1ccc(NC(=O)C2CCCN(C(=O)c3ccc(Cl)cc3)C2)cc1 (centres undefined)	i	0.3	i	39
48	CC/C(=N/NC(=O)c1ccccc1O)c1c(C)[nH]n(-c2ccccc2)c1=O	i	1.2	i	27
49	COc1ccc(CCNC(=O)c2ccc([N+](=O)[O-])cc2Cl)cc1OC	i	0.4	i	18
50	CC(C)CCN(C(=O)c1ccc(N2CCCC2=O)cc1)c1c(N)n(Cc2ccccc2)c(=O)[nH]c1=O	i	0.8	i	55
51	O=C(COC(=O)c1ccco1)c1ccc(F)cc1	i	0.8	i	20
52	O=C(Nc1ccccn1)c1cc(-c2ccc(Cl)s2)nc2ccccc12	i	0.2	i	46
53	COc1ccc(Cl)cc1NC(=O)CN(C)CC(=O)NCc1cccs1	i	1.0	i	35
54	CC(C)NC(=O)Nc1cccc2c1O[C@H](CN(C)C(=O)Nc1ccc(C(F)(F)F)cc1)[C@@H](C)CN([C@H](C)CO)C2=O	i	3.0	i	8
55	N#Cc1cnn(-c2ccccc2)c1NC(=O)c1ccccc1F	i	0.8	i	42
56	COc1cc(NC(=O)CN2C(=O)C(=O)N(C3CCCC3)C2=O)cc(OC)c1	i	0.5	i	27
57	Cc1cc2c(c(C)c1CCO[C@@H]1O[C@H](CO)[C@@H](O)[C@H](O)[C@H]1O)C(=O)[C@@H](C)[C@@H]2O	i	0.9	i	16
58	Cc1c(CC(=O)O)c(=O)oc2cc(OCc3ccc(F)cc3F)ccc12	i	0.4	i	52
59	CCCCNC(=O)CN1CCN(Cc2ccc3cc(OC)ccc3c2)CC1	i	0.8	i	57
60	CC(Oc1cccc(Cl)c1)C(=O)Nc1nc(-c2ccccn2)cs1 (centres undefined)	+	7.9*	i	51
61	O=CC(=O)c1ccccc1	i	1.4	i	34
62	Nc1nc(N)nc(-c2cc(Cl)ccc2Cl)n1	i	1.5	i	24
63	COc1cccc(NC(=O)COC(=O)c2c(C)nn(-c3ccccc3)c2C)c1	i	0.9	i	8
64	O=C(COC(=O)c1ccccc1O)NCc1ccco1	i	0.8	i	50
65	O=C(NCc1n[nH]c(=O)c2ccccc12)C1CC(=O)N(c2ccc(Cl)cc2)C1 (centres undefined)	i	0.5	i	28
66	CC(Oc1cccc(Br)c1)C(=O)Nc1cccc(S(=O)(=O)N2CCOCC2)c1 (centres undefined)	i	0.8	i	49
67	COc1cc(O)c2c(=O)c3c(O)ccc(O)c3oc2c1	i	4.1	i	8
68	CCCn1ccc2c(OCC(=O)Nc3ccc(NC(C)=O)cc3)cccc2c1=O	i	0.9	i	48
69	CCCCNC(=O)c1c(CSc2ccc(Cl)cc2)noc1C(=O)NCCC	i	2.6	i	21
70	Cc1cc(C)cc(C(=O)NCC(=O)OCN2C(=O)c3ccccc3C2=O)c1	i	0.8	i	23
71	CCN(c1ccccc1)S(=O)(=O)c1ccc(OC)c(NC(=O)Cc2ccc(OC)c(OC)c2)c1	i	1.8	i	44
72	Cc1cc(Cl)ccc1NC(=O)CN(C)C1=NS(=O)(=O)c2ccccc21	i	0.1	i	38
73	O=[N+]([O-])c1ccccc1S(=O)(=O)N/C(=N/S(=O)(=O)c1ccccc1)c1ccccc1	i	1.4	i	40
74	COc1ccc(NS(=O)(=O)c2cccc(C(=O)NCC3CCCO3)c2)cc1 (centres undefined)	i	0.6	i	52
75	Cc1ccc(S(=O)(=O)CCC(=O)OCC(=O)NC(C)c2ccccc2)cc1 (centres undefined)	i	1.0	i	42
76	CCC(C(=O)Nc1ccc(C(=O)O)cc1NC(=O)C(CC)c1ccccc1)c1ccccc1 (centres undefined)	i	0.1	i	11
77	CC(=O)Oc1ccc(/C=C(\NC(=O)c2cccc(Br)c2)C(=O)Nc2ccc(C(=O)O)cc2)cc1	i	0.2	i	22
78	Cc1ccc(C(=O)C(C)OC(=O)Cn2cnc3c2c(=O)n(C)c(=O)n3C)cc1 (centres undefined)	i	0.2	i	56
79	Oc1ccc(N=Nc2ccccc2-c2nn[nH]n2)c(O)c1	i	1.3	i	65
80	CCN1CCN(c2ccc(S(=O)(=O)N3CCCCC3)cc2NC(=O)c2cc3ccccc3o2)CC1	i	0.6	i	25

Part of the list above, in transposed form:
(76) CCC(C(=O)Nc1ccc(C(=O)O)cc1NC(=O)C(CC)c1ccccc1)c1ccccc1 (centres undefined)
(77) CC(=O)Oc1ccc(/C=C(\NC(=O)c2cccc(Br)c2)C(=O)Nc2ccc(C(=O)O)cc2)cc1
screen / no.	76	77
Myeloid diff 2	i	i
Myeloid diff 2 GFP+ MAC1+ %	0.1	0.2
T cell modulator	i	i
T cell modulator vesicle-bound %	11	22

The list continues:
#	SMILES	Myeloid diff 2	Myeloid diff 2 GFP+ MAC1+ %	T cell modulator	T cell modulator vesicle-bound %
81	Cc1cnc(C(=O)OCC(=O)Nc2cc(Cl)ccc2C#N)cn1	i	1.2	i	31
82	Cc1cc2c(SCC(=O)N3CCN(c4ccccc4)CC3)ncnc2s1	i	0.5	i	10
83	CCOc1ccc2[nH]c(C(=O)N/N=C/c3ccccc3OC)cc2c1	?	nt	i	26
84	CN(CC(=O)Nc1ccccc1C(=O)NC1CC1)Cc1ccco1	i	1.4	i	32
85	CC(C)(C)OC(=O)C[C@H]1C/C=C\C[C@H](CC(=O)N(CCO)Cc2ccccc2)C(=O)N[C@H](C(C)(C)C)COC1=O	i	2.1	i	16
86	CC(C)(C)OC(=O)N[C@H](/C=C/c1ccccc1)C(=O)OC(C)(C)C	i	0.5	i	42
87	COc1ccc(-c2nnc(NC(=O)CS(=O)(=O)c3ccc(F)cc3)o2)cc1	i	1.0	i	18
88	COC(=O)/C(=C\c1c(OC)cc(OC)cc1OC)C(=O)c1ccc2c(c1)OCO2	i	1.6	i	15
89	CCCCCCN[C@H]1CCC2C3CC=C4C[C@@H](O)CC[C@]4(C)C3CC[C@@]21C (some centres undefined)	i	0.8	i	45
90	COc1ccccc1/C=N\NC(=O)c1ccc(COc2ccc(C)c(C)c2)o1	+	1.7*	i	56
91	Cc1cc(NC(=O)COC(=O)c2ccc([N+](=O)[O-])cc2Cl)no1	i	0.5	i	29
92	Cc1ccc(C(=O)OCc2nc3ccsc3c(=O)[nH]2)o1	i	0.6	i	58

Another view of part of the listing above:
Values run as follows: Myeloid diff 2 | Myeloid diff 2 GFP+ MAC1+ % | T cell modulator | T cell modulator vesicle-bound %
[52] O=C(Nc1ccccn1)c1cc(-c2ccc(Cl)s2)nc2ccccc12
  i | 0.2 | i | 46
[78] Cc1ccc(C(=O)C(C)OC(=O)Cn2cnc3c2c(=O)n(C)c(=O)n3C)cc1 (centres undefined)
  i | 0.2 | i | 56
[35] Cc1ccc(S(=O)(=O)NC2CCSC2=O)cc1C (centres undefined)
  i | 0.6 | i | 37
[75] Cc1ccc(S(=O)(=O)CCC(=O)OCC(=O)NC(C)c2ccccc2)cc1 (centres undefined)
  i | 1.0 | i | 42
